Screening data as filed in PubChem BioAssay.
AGP1 TOR yeast: modulators of TOR pathway AGP1-GFP in S. cerevisiae; S. cerevisiae AGP1-GFP multiplex flow cytometry, 3 h; GFP as percent of DMSO wells; GFP response vs DMSO, % at 10 µM; 320,000 tested, 0.02% active; AID 2066;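 active = GFP response relative to DMSO above a set limit, near screen average plus 3 SD, cut at about 150% in these data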;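 also: median GFP channel fluorescence of the gated AGP1 strain per well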
Bcl-xL primary: blocks human Bcl-xL binding to Bim BH3 peptide. Q07817. GST-Bcl-xL / FITC-Bim BH3 peptide fluorescence polarization. inhibition, % at 10.9 µM. 320,000 tested, 0.7% active. AID 2129;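 active = inhibition above the mean of all tested compounds plus 3 SD, cutoff set per campaign, cut at about 30% in these data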;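 also: 0% = DMSO wells and 100% = unlabeled Bim-BH3 peptide competitor; inhibitors lower millipolarization by displacing the labeled peptide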
Target sequence (Q07817 whole entry, looked up): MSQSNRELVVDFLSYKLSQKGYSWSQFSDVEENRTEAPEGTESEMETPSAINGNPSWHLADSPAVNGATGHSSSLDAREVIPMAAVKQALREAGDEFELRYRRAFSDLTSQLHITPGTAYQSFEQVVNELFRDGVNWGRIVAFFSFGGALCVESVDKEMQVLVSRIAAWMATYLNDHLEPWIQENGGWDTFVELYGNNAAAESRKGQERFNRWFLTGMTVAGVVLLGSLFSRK
MEX-5 binding: C. elegans MEX-5 TCR-2 RNA binding activity; activity score (negative = inhibition of binding), % at 10 µM; MEX-5/FITC-TCR2 RNA binding, fluorescence polarization; active compounds read low; Q9XUB2; AID 1832; 300,000 tested, 0.38% active;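 active = inhibition past about -25% in most replicates, and total fluorescence under double the plate's negative control median, limit read from the data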;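 also: 0% = DMSO and -100% = 5 µM competing unlabeled TCR2 RNA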
Target sequence (Q9XUB2 whole entry, looked up): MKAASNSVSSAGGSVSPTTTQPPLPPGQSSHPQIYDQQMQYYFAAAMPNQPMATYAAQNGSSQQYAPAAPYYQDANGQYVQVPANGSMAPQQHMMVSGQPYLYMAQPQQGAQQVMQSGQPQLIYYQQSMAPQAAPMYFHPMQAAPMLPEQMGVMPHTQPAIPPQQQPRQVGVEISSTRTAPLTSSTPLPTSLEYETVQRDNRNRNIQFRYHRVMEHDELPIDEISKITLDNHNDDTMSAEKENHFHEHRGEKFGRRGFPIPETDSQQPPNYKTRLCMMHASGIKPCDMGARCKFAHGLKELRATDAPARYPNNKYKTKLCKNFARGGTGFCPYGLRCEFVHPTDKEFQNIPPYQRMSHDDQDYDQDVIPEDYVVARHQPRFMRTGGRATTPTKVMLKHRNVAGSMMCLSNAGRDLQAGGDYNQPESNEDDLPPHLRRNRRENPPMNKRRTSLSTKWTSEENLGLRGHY
VLA-4 inh: inhibition in a human VLA-4 binding assay; VLA-4 expressing cells, ligand binding flow cytometry; inhibition, % (about 7 µM as worked out from the volumes in the protocol); 330,000 tested, 0.2% active; AID 2557; in the data active = inhibition above about 50%
GLD-1 TGE inh: GLD-1-TGE RNA interaction inhibition (C. elegans) | purified GLD-1 + fluorescein TGE RNA, fluorescence polarization | inhibition, % at 5.96 µM | 320,000 tested, 0.44% active | AID 2280;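 active = percent inhibition above a per-plate cutoff, the plate mean of test compounds plus 3 SD, cut at about 30% in these data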;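 also: 0% = DMSO wells with GLD-1 and probe and 100% = wells lacking GLD-1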
MCL1 BIM primary: MCL1-BIM-BH3 interaction inhibition (human). Q07820. GST-MCL1 / FITC-Bim-BH3 fluorescence polarization. inhibition, % at 10.9 µM. 320,000 tested, 0.68% active;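 active = inhibition above the mean inhibition of all tested compounds plus 3 SD, set per campaign, cut at about 40% in these data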;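 also: 0% = DMSO wells and 100% = unlabeled Bim-BH3 peptide control; higher means more loss of mP so more displacement of Bim peptide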
Target sequence (Q07820 whole entry, looked up): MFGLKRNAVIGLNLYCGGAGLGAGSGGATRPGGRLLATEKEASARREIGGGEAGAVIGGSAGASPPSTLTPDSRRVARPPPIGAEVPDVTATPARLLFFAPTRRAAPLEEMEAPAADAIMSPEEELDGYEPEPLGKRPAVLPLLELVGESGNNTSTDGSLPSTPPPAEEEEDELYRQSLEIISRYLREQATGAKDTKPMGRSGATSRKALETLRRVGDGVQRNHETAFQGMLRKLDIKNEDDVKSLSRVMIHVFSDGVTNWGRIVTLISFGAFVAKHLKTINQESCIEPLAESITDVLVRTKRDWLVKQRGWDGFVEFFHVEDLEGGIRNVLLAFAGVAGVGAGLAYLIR
CR mimetic SO: yeast age-related superoxide inhibition as caloric restriction mimetic | S. cerevisiae aged cells, superoxide DHE fluorescence; active compounds read low | superoxide response (% of plate mean), % at 10 µM | 330,000 tested, 0.18% active;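 active = superoxide response under a set limit, about three screen SD below normal, cut at about 65% in these data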;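 also: yeast aged for seven days with compound at 30 °C before DHE staining; 100% = average MFI of all compound-treated wells on the plate with controls excluded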
CIT2 TOR yeast: yeast TOR pathway CIT2-GFP modulation; S. cerevisiae CIT2-GFP strain, flow cytometry, 3 h; 100 means same as DMSO wells; GFP response vs DMSO, % at 10 µM; 320,000 tested, 0.065% active; AID 2029;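 active = GFP response relative to DMSO above a set limit, near the screen mean plus 3 SD, cut at about 150% in these data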;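 also: ratio of well median GFP fluorescence to mean of DMSO wells on the plate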
GRK2 inh: blocks RNA aptamer binding to human GRK2 | P25098 | bead flow cytometry, FAM-aptamer displacement from GRK2 | inhibition of aptamer binding, % at 10 µM | 330,000 tested, 0.59% active;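 active = inhibition of aptamer binding above 40%, roughly 3 SD of noise, on plates passing a quality check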;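 also: median bead fluorescence of bound FAM aptamer so fluorescent compounds give negative values; no value below 0 was filed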
Active calls of the source: *; . = no result given.

SMILES	AGP1 TOR yeast	Bcl-xL primary	MEX-5 binding	VLA-4 inh	GLD-1 TGE inh	MCL1 BIM primary	CR mimetic SO	CIT2 TOR yeast	GRK2 inh
CCCCCc1c(C)nc(N2CCOCC2)[nH]c1=O	101	0	2.5	3	6	8	95	97	1
Cc1cccc2cc(COC(=O)c3ccccc3)c(=O)[nH]c12	97	3	0.2	-6	4	4	88	103	0
Cc1cc(C)c2nc(SCC(=O)NCCC3=CCCCC3)cc(C)c2c1	97	3	-1.0	7	3	-9	112	93	0
CC(Sc1nc2ccccc2c(=O)n1Cc1ccco1)C(=O)c1ccccc1 (stereo not given)	93	1	0.3	8	-4	4	82	106	0
Cc1ccc(C(=O)N2CCCC(Nc3ccc(F)c(F)c3)C2)cn1 (stereo not given)	96	4	-0.6	7	0	-3	98	90	0
CC(=O)N(O)CCCCCNC(=O)CCC(=O)N(O)CCCCCNC(=O)CCC(=O)N(O)CCCCCN	97	-2	-1.9	17	2	0	101	94	0
C/C(N)=C(/C#N)C(=O)CSc1nc2ccccc2c(=O)n1CCCO	99	-10	-0.2	2	-3	4	103	98	5
Cc1cc(C)nc(NS(=O)(=O)c2ccc(NC(=O)Cc3ccc(F)cc3)cc2)n1	107	7	2.1	2	1	10	100	111	1
COC(=O)c1cc(C#N)c(N2CCOCC2)nc1C	95	5	-3.4	3	-1	2	85	96	2
COc1ccc(C(C)=O)cc1CSc1nnc(Nc2ccc(C)cc2C)s1	90	-2	0.7	5	0	-5	103	86	4
O=C(CCCSc1nc2ccccc2[nH]1)NC1=NCCS1	95	6	-1.5	-3	-7	4	91	104	0
C/C(=N\NC(=S)Nc1ccccc1C)c1ccc(O)cc1	103	7	0.5	6	4	-3	99	100	0
CCOC(=O)CN1CCS(=O)(=O)CC1	103	6	-1.1	10	1	4	84	106	0
CCn1cc(C(=O)N[C@H](C(=O)NCCN2CCOCC2)C(C)C)c(=O)c2cc3c(cc21)OCO3	96	0	-1.4	18	-5	-8	86	96	3
O=C(Nc1ccccc1)N(Cc1ccccc1)CC(O)C(F)(F)F (stereo not given)	108	8	-0.3	5	4	4	100	110	0
CC(CCc1ccccc1)NC(=O)C1CCN(S(=O)(=O)c2ccc(F)cc2)CC1 (stereo not given)	105	-6	0.8	2	-1	-11	112	94	0
COc1ccc(-c2ccc(SC)nn2)cc1	115	-1	1.8	13	1	-4	101	115	0
COC(=O)c1scc(C)c1N/N=C(\C)c1cc(F)c(Cl)cc1F	102	2	0.7	11	2	-3	99	97	1
O=C(NCCCN1CCOCC1)c1cccnc1	114	4	-1.5	10	1	1	112	98	4
Cc1ccc(S(=O)(=O)CCC(=O)NC2CCCCC2)cc1	107	-8	.	0	-3	-10	96	96	0

Three of the compounds above, in markdown:
| smiles | AGP1 TOR yeast | Bcl-xL primary | MEX-5 binding | VLA-4 inh | GLD-1 TGE inh | MCL1 BIM primary | CR mimetic SO | CIT2 TOR yeast | GRK2 inh |
| --- | --- | --- | --- | --- | --- | --- | --- | --- | --- |
| CC(Sc1nc2ccccc2c(=O)n1Cc1ccco1)C(=O)c1ccccc1 (stereo not given) | 93 | 1 | 0.3 | 8 | -4 | 4 | 82 | 106 | 0 |
| CC(CCc1ccccc1)NC(=O)C1CCN(S(=O)(=O)c2ccc(F)cc2)CC1 (stereo not given) | 105 | -6 | 0.8 | 2 | -1 | -11 | 112 | 94 | 0 |
| Cc1cc(C)c2nc(SCC(=O)NCCC3=CCCCC3)cc(C)c2c1 | 97 | 3 | -1.0 | 7 | 3 | -9 | 112 | 93 | 0 |

Going on with the list.
SMILES	AGP1 TOR yeast	Bcl-xL primary	MEX-5 binding	VLA-4 inh	GLD-1 TGE inh	MCL1 BIM primary	CR mimetic SO	CIT2 TOR yeast	GRK2 inh
COc1ccc(/C=N\NC(=O)CC(=O)Nc2cccc(Cl)c2)cc1OC	112	0	-2.6	-7	2	5	102	111	0
CCN1CCN(c2ccc(S(=O)(=O)N3CCCCC3)cc2NC(=O)Cc2ccccc2)CC1	108	-11	3.7	19	6	-11	95	94	0
Cc1ccc(S(=O)(=O)N2CC(C(=O)O)=CC[C@H]2c2ccc3c(c2)OCO3)cc1	87	4	.	-1	2	2	82	112	0
Cc1nc2ccccc2c2oc(C(=O)NCCCN3CCCC(C)C3)cc12 (stereo not given)	104	-2	0.7	2	-1	3	103	99	0
CCn1c(CNc2ccc(C)cc2C)nnc1SCC(=O)N1CCCc2ccccc21	102	1	0.1	-8	11	-3	120	100	0
Cc1ccc(OCC(=O)NNC(=O)C(=O)N2CCCC2)c(C)c1	111	4	-2.0	16	1	3	100	108	1
Cc1ccc(-c2nnc(-n3ncc(C#N)c3N)c3ccccc23)cc1C	105	0	-2.4	6	2	11	103	106	0
CCn1nc(NC(=O)c2ccccn2)c2cc3cc(C)ccc3nc21	99	-2	-7.9	5	-3	6	87	82	3
CCCc1nnc2c(N(C)S(=O)(=O)c3ccccc3)nc3ccccc3n12	98	8	1.5	14	4	-2	103	98	0
O=C(Nc1nc(-c2ccccc2)cs1)c1ccc2c(c1)S(=O)(=O)c1ccccc1C2=O	107	6	4.2	-13	5	-3	93	110	0
CCCCn1c(N)c(N(CC(C)C)C(=O)CSCC(=O)Nc2ccc(OC)cc2)c(=O)[nH]c1=O	102	1	-0.1	21	-2	4	99	101	0
CCOc1ccccc1N1CCN(C(=O)c2cc3c(s2)CCC3)CC1	113	0	-0.2	4	7	-1	97	103	1
O=C(OCCN1C(=O)c2ccccc2C1=O)c1cc(=O)[nH]c2ccccc12	99	8	-1.4	13	0	4	111	100	3
CCc1ccccc1NS(=O)(=O)c1ccc2[nH]cc(C(=O)NC3CCCC3)c(=O)c2c1	110	9	-2.2	10	4	6	96	100	6
Cc1ccc(NC(=O)N2CCCC2C(=O)NCc2ccc(Cl)cc2)cc1 (stereo not given)	101	8	2.4	8	4	4	99	105	0
Cc1ccc(C)c(CN2CCC(CNC(=O)CCc3nnc4ccc(N5CCCCC5)nn34)CC2)c1	105	0	2.2	0	6	-3	106	111	0
Cc1ccc(C(=O)Nc2ccccc2Oc2ccccc2)o1	97	1	3.3	11	-2	-1	94	99	7
COC(=O)CCC(=O)N1CCCC(C(=O)c2ccc(Cl)cc2C)C1 (stereo not given)	104	5	0.4	-180	11	20	95	101	1
O=C(CNc1ccccc1)Nc1cccc2ccccc12	97	5	-1.7	1	-3	-10	100	92	0
CCC(c1nnnn1CCOC)N(Cc1cc2cc(C)c(C)cc2[nH]c1=O)CC1CCCO1 (stereo not given)	91	9	-0.7	-5	4	7	91	93	0

Random excerpt: six entries already listed, in no set order.
SMILES	AGP1 TOR yeast	Bcl-xL primary	MEX-5 binding	VLA-4 inh	GLD-1 TGE inh	MCL1 BIM primary	CR mimetic SO	CIT2 TOR yeast	GRK2 inh
O=C(Nc1nc(-c2ccccc2)cs1)c1ccc2c(c1)S(=O)(=O)c1ccccc1C2=O	107	6	4.2	-13	5	-3	93	110	0
Cc1ccc(-c2nnc(-n3ncc(C#N)c3N)c3ccccc23)cc1C	105	0	-2.4	6	2	11	103	106	0
Cc1ccc(C)c(CN2CCC(CNC(=O)CCc3nnc4ccc(N5CCCCC5)nn34)CC2)c1	105	0	2.2	0	6	-3	106	111	0
CCC(c1nnnn1CCOC)N(Cc1cc2cc(C)c(C)cc2[nH]c1=O)CC1CCCO1 (stereo not given)	91	9	-0.7	-5	4	7	91	93	0
O=C(OCCN1C(=O)c2ccccc2C1=O)c1cc(=O)[nH]c2ccccc12	99	8	-1.4	13	0	4	111	100	3
CCc1ccccc1NS(=O)(=O)c1ccc2[nH]cc(C(=O)NC3CCCC3)c(=O)c2c1	110	9	-2.2	10	4	6	96	100	6

2 of these compounds in a different format:
Order of results: AGP1 TOR yeast | Bcl-xL primary | MEX-5 binding | VLA-4 inh | GLD-1 TGE inh | MCL1 BIM primary | CR mimetic SO | CIT2 TOR yeast | GRK2 inh
- Cc1ccc(-c2nnc(-n3ncc(C#N)c3N)c3ccccc23)cc1C
→ 105 | 0 | -2.4 | 6 | 2 | 11 | 103 | 106 | 0
- CCn1nc(NC(=O)c2ccccn2)c2cc3cc(C)ccc3nc21
→ 99 | -2 | -7.9 | 5 | -3 | 6 | 87 | 82 | 3

Next part
SMILES	AGP1 TOR yeast	Bcl-xL primary	MEX-5 binding	VLA-4 inh	GLD-1 TGE inh	MCL1 BIM primary	CR mimetic SO	CIT2 TOR yeast	GRK2 inh
CCOC(=O)c1[nH]cnc1C(=O)N1CCC(C)CC1	95	6	.	5	5	11	88	93	2
COc1cc(NS(=O)(=O)c2ccc(Br)s2)cc(OC)c1	92	0	-1.0	-4	0	-5	95	91	0
Cc1oc(-c2ccc(Cl)cc2)nc1CS(=O)CC(=O)NCCCN1CCOCC1 (stereo not given)	108	9	0.4	11	-1	-1	125	106	0
COc1nc(C)nc2c1sc1nc3c(cc12)COC(C)(C)C3	86	6	1.4	7	4	3	109	80	0
O=C(NCCc1ccc(F)cc1)c1ccc(S(=O)(=O)N2CCCC2)cc1	93	5	.	6	4	1	94	86	0
O=C(NCc1cccnc1)c1cn(-c2ccccc2)nc1-c1ccccc1	96	5	0.2	7	4	8	105	85	0
Cc1cc(C)n(-c2nc3ccccc3c(=O)n2OCC(N)=O)n1	103	9	0.9	-8	5	10	102	98	2
Cc1ccc(-n2c(SCC(=O)Nc3ncc(Cl)cc3Cl)nc3ccccc32)cc1	89	-3	2.7	-5	5	0	90	83	5
Cc1cc(C)c(C#N)c(SC(F)F)n1	103	6	0.5	19	-2	0	100	104	1
Cc1cc(C)cc(OC(C)C(=O)NCCCn2ccnc2)c1 (stereo not given)	100	3	-0.1	5	-2	1	108	107	0
COc1cccc(C(=O)CC(C#N)c2ccc(F)cc2)c1 (stereo not given)	99	5	1.9	15	1	8	100	101	1
CCOc1ccc(N2CC(C(=O)Nc3ccncc3)CC2=O)cc1 (stereo not given)	109	1	2.7	-2	4	1	110	109	0
COC(=O)c1ccccc1NC(=O)NC1CCCCC1	94	0	0.1	-5	2	9	89	87	2
COC(=O)C(C(=O)Nc1nc2ccccc2s1)C1CCCC1 (stereo not given)	103	-1	0.9	-3	-2	-4	79	102	1
CN1CCc2c(OCC(=O)N3CCC(Cc4ccccc4)CC3)cccc2C1=O	102	8	1.4	-4	-2	10	107	89	1
CCCc1[nH]nc2c1C1(CCN(C(=O)OCc3ccccc3)CC1)C(C#N)=C(N)O2	102	2	1.8	4	-4	6	90	107	1
Cc1ccc(N(C)S(=O)(=O)c2cccc(C(=O)NC3=NCCS3)c2)cc1	103	1	-1.5	14	-6	1	97	97	0
Cc1ccn(S(=O)(=O)c2ccc(N3CCCC3=O)cc2)n1	99	1	1.1	-6	1	7	97	102	0
COc1ccc(-c2nc3ccccc3n2CCC(C)C)cc1OC	100	2	4.0	0	1	1	94	107	0
Cc1sc2nc(CSC(C)C(=O)Nc3ccc(Cl)cn3)[nH]c(=O)c2c1C (stereo not given)	101	10	.	-5	2	20	138	98	0
NC(=O)Nc1ccc(Nc2ccccc2)cc1	103	4	-2.7	-12	1	3	89	108	0
Cc1cnc(NC(=O)c2ccc(-c3ccc([N+](=O)[O-])cc3)o2)s1	103	14	.	3	5	11	76	85	0
CCCn1c(N)c(C(=O)CSc2ncn[nH]2)c(=O)n(C)c1=O	97	-1	.	-3	6	-3	91	99	0
CCOc1ccccc1N(CC(=O)NC1CCCC1)S(=O)(=O)c1ccc(C)cc1	94	2	-1.1	15	6	-2	95	93	1
COc1ccc(Cc2nnc(NC(=O)c3ccco3)s2)cc1OC	101	6	0.2	19	-1	6	103	106	0
O=C(NCc1ccc(Cl)cc1)c1cccc2c1C(=O)N(CC1CCCO1)C2 (stereo not given)	104	1	2.6	27	3	3	104	98	0
